# Bioassay records (PubChem BioAssay)
# CHRM5 agonist: agonists of human muscarinic M5 receptor (CHRM5); P08912; CHO-K1 hM5 cells, Fluo-8 calcium fluorescence; 0% DMSO wells, 100% maximal acetylcholine response; activation, % at 3 µM; 360,000 tested, 0.19% active;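 active = activation above the run's mean over test compounds plus 3 SD, cut at about 23% in these data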;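 also: signal is peak over basal fluorescence ratio across the kinetic read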
# Target sequence (P08912 whole entry, looked up): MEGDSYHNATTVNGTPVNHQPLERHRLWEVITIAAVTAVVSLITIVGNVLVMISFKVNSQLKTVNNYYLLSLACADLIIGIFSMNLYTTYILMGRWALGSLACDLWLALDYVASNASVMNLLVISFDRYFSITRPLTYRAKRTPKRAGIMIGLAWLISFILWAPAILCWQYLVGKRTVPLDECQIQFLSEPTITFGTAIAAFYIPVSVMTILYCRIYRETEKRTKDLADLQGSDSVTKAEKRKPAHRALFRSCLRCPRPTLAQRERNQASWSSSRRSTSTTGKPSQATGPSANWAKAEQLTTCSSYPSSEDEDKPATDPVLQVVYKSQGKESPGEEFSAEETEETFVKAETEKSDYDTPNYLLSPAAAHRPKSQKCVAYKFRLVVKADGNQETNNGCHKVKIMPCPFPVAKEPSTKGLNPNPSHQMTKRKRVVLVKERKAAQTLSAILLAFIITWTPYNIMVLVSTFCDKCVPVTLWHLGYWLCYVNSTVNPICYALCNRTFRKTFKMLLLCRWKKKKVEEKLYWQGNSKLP
# CHRM4 PAM: potentiates acetylcholine response at human M4 receptor; activation, % at 3 µM; CHO-K1 hM4/Gqi5, Fluo-8 calcium fluorescence, ACh EC20; 0% = ACh EC20, 100% = maximal ACh; 360,000 tested, 0.4% active; AID 624126;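 active = activation above its plate's cutoff, the mean activation of sample wells plus 3 SD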; also: some results filed as inactive read as strong as hits
# Target sequence (P08173 whole entry, looked up): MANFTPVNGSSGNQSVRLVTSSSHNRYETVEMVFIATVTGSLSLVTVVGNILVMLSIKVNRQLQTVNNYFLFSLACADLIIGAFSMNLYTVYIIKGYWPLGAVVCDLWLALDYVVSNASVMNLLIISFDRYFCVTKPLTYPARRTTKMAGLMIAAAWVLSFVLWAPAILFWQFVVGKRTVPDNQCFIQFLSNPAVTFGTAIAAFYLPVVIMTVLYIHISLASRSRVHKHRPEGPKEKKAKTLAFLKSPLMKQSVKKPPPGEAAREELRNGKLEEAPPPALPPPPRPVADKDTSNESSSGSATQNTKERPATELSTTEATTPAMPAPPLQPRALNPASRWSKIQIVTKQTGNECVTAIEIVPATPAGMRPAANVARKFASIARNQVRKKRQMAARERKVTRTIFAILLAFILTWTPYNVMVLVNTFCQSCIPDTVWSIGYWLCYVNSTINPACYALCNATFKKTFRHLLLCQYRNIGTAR
# CHO-K1 Ca PAM: nonselective activator or artifact in parental CHO-K1 calcium assay; ATP EC20, Fluo-8 calcium fluorescence; 0% at ATP EC20, 100% at ATP max; activation, % at 3 µM; 360,000 tested, 0.02% active;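 active = activation above the run cutoff, the mean activation of all test compounds plus 3 SD, cut at about 40% in these data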;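 also: peak over basal fluorescence ratio in a 140 s read after ATP addition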
# M4 antag: blocks acetylcholine activation of human M4 receptor. CHO-hM4 cells, ACh EC80, Fluo-8 calcium fluorescence. inhibition, % at 3 µM. 360,000 tested, 0.73% active;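 active = inhibition above its plate's cutoff, the mean inhibition of sample wells plus 3 SD, cut at about 27% in these data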;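 also: 0% = acetylcholine EC80 with DMSO and 100% = DMSO without agonist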
# M5 antag: CHRM5 antagonism in calcium assay; CHO-hM5 cells, Fluo-8 calcium fluorescence, ACh EC80; inhibition, % at 3 µM; AID 624040; 360,000 tested, 0.59% active;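 active = inhibition above a per-plate cutoff, the mean of that plate's test compounds plus 3 SD, cut at about 27% in these data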;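 also: 0% = acetylcholine EC80 with DMSO and 100% = DMSO without agonist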
# CHO-K1 Ca ag: counter-screen for M1 agonists: effect in parental CHO-K1 cells; Fluo-8 calcium fluorescence; scaled to maximal ATP response, vehicle zero; activation, % at 3 µM; 360,000 tested, 0.48% active; AID 602248; in the data active = activation above about 15%;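 also: untransfected CHO-K1 host cells lacking M1 receptor as counterscreen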
# CHO-K1 Ca antag: M1 antagonist counterscreen hit in parental CHO-K1 cells | AID 602250 | ATP-induced calcium, Fluo-8 fluorescence | inhibition, % at 3 µM | 360,000 tested, 0.6% active;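 active = inhibition above a per-plate cutoff, the plate's mean sample inhibition plus 3 SD, cut at about 24% in these data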;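 also: 0% = DMSO plus EC80 ATP and 100% = DMSO alone without ATP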
# CHRM4 agonist: CHRM4 agonism in calcium assay. P08173. 360,000 tested, 0.14% active. activation, % at 3 µM. CHO-K1 hM4/Gqi5, Fluo-8 calcium fluorescence; vehicle 0%, full acetylcholine response 100%;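 active = activation above the run mean over all test wells plus 3 SD, cut at about 32% in these data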;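 also: peak over basal fluorescence ratio per well then scaled between controls; 0% = DMSO wells and 100% = acetylcholine at EC100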
# M5 PAM: positive allosteric modulators of human muscarinic M5 receptor | CHO-K1 hM5, Fluo-8 calcium, ACh EC20 PAM; 0% = ACh EC20, 100% = ACh EC100 | activation, % at 3 µM | 360,000 tested, 0.3% active | AID 624038;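 active = activation above the run cutoff, the mean activation of all test compounds plus 3 SD, cut at about 18% in these data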
#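 System: CHO-K1 cell line with stable human muscarinic M5 receptor expression | Also added: EC20 acetylcholine as agonist stimulus | Compound: One concentration, 3 µM final (nominal) | Timing: Fluo-8 loading 80 min at 37 °C plus 30 min room temperature | Measured by: Fluo-8 calcium dye fluorescence, kinetic read | Read-out basis: % activation, ACh-normalized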
# * = called active by the depositor. This is a random part of the collection; overall some 2.7% were active at least once.
structure	CHRM5 agonist	CHRM4 PAM	CHO-K1 Ca PAM	M4 antag	M5 antag	CHO-K1 Ca ag	CHO-K1 Ca antag	CHRM4 agonist	M5 PAM
COc1cccc(-c2cc(C(=O)Nc3ccc(OC)c(OC)c3)no2)c1	2	4	15	-18	12	5.1	-7	10	-10
OC(CNCCc1ccc(Cl)cc1)COCc1ccco1 (stereo unspecified)	-5	8	20	-14	-12	0.9	-23	2	-1
COc1ccccc1-c1nc(SCC(=O)Nc2cc(C)on2)c2c(=O)n(C)c(=O)n(C)c2n1	-4	1	13	-2	11	0.8	-8	1	-4
CN(CC(=O)Nc1ccc(OC(F)(F)F)cc1)C(=O)c1ccc(N2CCCC2=O)cc1	3	0	-16	9	10	1.7	0	4	-2
COc1ccc(Cl)cc1NS(=O)(=O)c1ccc(OC)c(OC)c1	1	1	20	12	3	0.6	-2	3	-1
O=C(Nc1ccc2c(c1)OCO2)N1CCN(c2ncc(C(F)(F)F)cc2Cl)CC1	-4	-8	5	-6	7	4.2	3	7	-17
COC(=O)c1ccc(S(=O)(=O)N2CCC(C(N)=O)CC2)n1C	2	3	14	6	-1	-0.5	0	1	5
COc1ccccc1C(=O)Nc1ccc2c(c1)CN(Cc1cnc(C)s1)CC2	-4	2	-2	-14	10	-0.4	-9	1	-8
Cn1cnnc1SCC(=O)Nc1ccc2ccccc2c1	2	0	13	11	19	0.4	-16	1	5
COc1cc(-c2csc(N3CCOCC3)n2)cc(OC)c1OC	-1	10	-3	-7	-3	1.5	-7	3	0
COc1ccc(NC(=O)NNC(=O)COc2ccc([N+](=O)[O-])c(C)c2)cc1OC	2	-1	-3	-2	2	0.7	-4	1	-2
Cc1cccc(NC(=O)C2CCCN(S(=O)(=O)c3ccc4[nH]c(=O)ccc4c3)C2)n1 (stereo unspecified)	-4	4	17	0	-8	2.4	-23	2	4
CC(OC(=O)CCCN=C1NS(=O)(=O)c2ccccc21)C(=O)Nc1ccccc1F (stereo unspecified)	2	3	10	-4	4	1.8	-7	1	3
Cc1ccc(C(C(=O)NC2CCCCC2)N(Cc2cccnc2)C(=O)C2COc3ccccc3O2)o1 (stereo unspecified)	3	11	12	-3	11	1.7	-10	10	-4
O=C(N/N=C/c1cccnc1)c1cc(-c2ccc(Cl)cc2)nc2ccccc12	-1	-13	9	12	22	0.9	-11	2	-18
Nc1ncn(C(=O)c2ccco2)n1	0	7	2	-12	-3	0.1	3	1	3
COc1ccc(NC(=O)Nc2ccc3c(c2)C(=O)N([C@H](C)CO)C[C@H](C)[C@@H](CN(C)C(=O)NC2CCCCC2)O3)cc1	1	3	3	-1	-9	0.1	-9	-1	4
CCCNC(=O)C1(C)CCN(C(=O)c2cc(C)nn2C(C)(C)C)C1 (stereo unspecified)	0	-3	0	2	11	0.4	-5	1	-3
CCN(CC(=O)N1CCC(C(N)=O)CC1)S(=O)(=O)c1cc(Cl)ccc1Cl	3	13	-7	-9	11	0.0	-9	1	-6
c1ccc(Nc2nc(NCCN3CCOCC3)nc(Nc3ccccc3)n2)cc1	2	-4	7	-21	-1	2.2	-9	9	-3
Cc1cccc(Nc2nnc(SCC(=O)Nc3cccnc3Cl)s2)c1	-1	-5	20	2	-5	3.1	-12	5	-4
COc1ccc(N2CCN(C(=O)CCNS(=O)(=O)c3cc(Br)cnc3N)CC2)cc1	-7	-5	-14	7	-18	4.0	1	7	1
CC(Oc1ccc(Cl)cc1)C(=O)N1CCN(C(=O)c2ccco2)CC1 (stereo unspecified)	1	6	7	1	4	1.1	-12	2	0
O=C(O)c1ccc(-c2noc(-c3ccccc3Cl)n2)cc1	9	2	13	-1	4	1.1	-4	0	1
O=S(=O)(/N=C(/Nc1ccccn1)c1ccccc1)c1ccc(Cl)cc1	2	-2	19	9	-8	1.1	-15	1	2
O=C(Nc1ccc(F)cc1)C(c1ccccc1)N1CCN(CC(=O)N2CCOCC2)CC1 (stereo unspecified)	1	12	-12	-4	-9	-0.3	-2	1	-1
O=C(c1cc(-c2ccc(Cl)c(Cl)c2)on1)N1CCCCCC1	-3	-3	-2	-14	8	-0.2	-2	0	0
CCN(CC)c1ccc(/C=c2\sc3nnc(-c4ccccc4Cl)n3c2=O)cc1	4	1	8	13	4	1.9	-4	3	-2
CC(=O)Nc1c(O)nc(SCC(=O)Nc2ccc(C(C)=O)cc2)[nH]c1=O	4	0	-12	3	1	0.0	11	2	2
Cc1cc(-c2nn(-c3ccccc3)cc2/C=C2\SC(N)=NC2=O)ccc1OC(C)C	0	3	18	1	0	1.1	-2	0	2

# Quoted from the entries so far, five compounds:
structure	CHRM5 agonist	CHRM4 PAM	CHO-K1 Ca PAM	M4 antag	M5 antag	CHO-K1 Ca ag	CHO-K1 Ca antag	CHRM4 agonist	M5 PAM
Nc1ncn(C(=O)c2ccco2)n1	0	7	2	-12	-3	0.1	3	1	3
COc1ccc(NC(=O)Nc2ccc3c(c2)C(=O)N([C@H](C)CO)C[C@H](C)[C@@H](CN(C)C(=O)NC2CCCCC2)O3)cc1	1	3	3	-1	-9	0.1	-9	-1	4
CCCNC(=O)C1(C)CCN(C(=O)c2cc(C)nn2C(C)(C)C)C1 (stereo unspecified)	0	-3	0	2	11	0.4	-5	1	-3
CCN(CC(=O)N1CCC(C(N)=O)CC1)S(=O)(=O)c1cc(Cl)ccc1Cl	3	13	-7	-9	11	0.0	-9	1	-6
c1ccc(Nc2nc(NCCN3CCOCC3)nc(Nc3ccccc3)n2)cc1	2	-4	7	-21	-1	2.2	-9	9	-3

# (more compounds)
structure	CHRM5 agonist	CHRM4 PAM	CHO-K1 Ca PAM	M4 antag	M5 antag	CHO-K1 Ca ag	CHO-K1 Ca antag	CHRM4 agonist	M5 PAM
O=C(CCc1nc2ccccc2c(=O)[nH]1)NNC(=O)COc1ccc(Br)cc1	-3	8	28	-16	4	1.6	-2	1	1
CCOCCCNC(=O)C(NC(=O)CNC(=O)c1ccccc1)c1ccccc1 (stereo unspecified)	1	-2	-4	-2	10	0.1	9	1	10
COc1ccc(NS(=O)(=O)c2cccs2)cn1	3	8	-6	-6	5	0.1	-5	2	1
COc1ccccc1-n1c(C)nnc1SCC(N)=O	1	15	0	5	4	-0.1	10	1	4
O=[N+]([O-])c1cc(C(F)(F)F)ccc1N1CCCC(O)C1 (stereo unspecified)	-3	-2	22	3	-8	2.6	-6	2	-2
CC(=Nc1ccc(C)c(C)c1)C1=C(O)CSC1=O	1	-4	7	7	-9	0.3	-7	1	-7
CN(Cc1ccc2c(c1)CCCN2C)C(=O)[C@H]1O[C@@H](n2ccc(=O)[nH]c2=O)[C@H](O)[C@@H]1O	2	7	12	-2	4	0.5	-18	1	7
O=C(Nc1ccccc1)c1ccc(-c2ccc(F)cc2)s1	-2	10	-6	0	-8	0.2	1	0	3
COc1ccc(N(CC(=O)N2CCOCC2)S(C)(=O)=O)cc1Cl	1	0	-4	-10	2	0.4	-4	2	7
Cn1ccnc1SCC(=O)c1cc2ccccc2o1	3	-6	3	8	0	0.4	-16	1	-1
Cc1cnc(C=NNC(N)=S)c2cccc(N)c12	0	6	8	-13	1	0.3	-10	1	6
CCn1cc(C(=O)N2CCc3ccccc32)c(=O)c2cc(S(=O)(=O)N3CCCCCC3)ccc21	-3	-2	15	-2	-9	2.6	-24	8	0
CC(C)(C)c1ccc(-n2ncc3c2CCCC3NC(=O)c2ccncc2)cc1 (stereo unspecified)	-5	-14	10	26	5	3.6	-2	3	1
COc1cc(CN2CCN(Cc3ccc(C(F)(F)F)cc3)CC2)cc(OC)c1OC	2	-4	8	-9	1	2.3	-5	3	-6
O=C(CCC1CCN(Cc2ccc(Cl)cc2)CC1)NC1CC1	-6	-8	-11	5	-7	-0.4	1	0	4

# One compound at a time (already shown):
# Entry for `COc1ccccc1-n1c(C)nnc1SCC(N)=O` = CHRM5 agonist: 1; CHRM4 PAM: 15; CHO-K1 Ca PAM: 0; M4 antag: 5; M5 antag: 4; CHO-K1 Ca ag: -0.1; CHO-K1 Ca antag: 10; CHRM4 agonist: 1; M5 PAM: 4
# Entry for `COc1ccc(NS(=O)(=O)c2cccs2)cn1` = CHRM5 agonist: 3; CHRM4 PAM: 8; CHO-K1 Ca PAM: -6; M4 antag: -6; M5 antag: 5; CHO-K1 Ca ag: 0.1; CHO-K1 Ca antag: -5; CHRM4 agonist: 2; M5 PAM: 1
# Entry for `O=C(CCC1CCN(Cc2ccc(Cl)cc2)CC1)NC1CC1` = CHRM5 agonist: -6; CHRM4 PAM: -8; CHO-K1 Ca PAM: -11; M4 antag: 5; M5 antag: -7; CHO-K1 Ca ag: -0.4; CHO-K1 Ca antag: 1; CHRM4 agonist: 0; M5 PAM: 4

# Other entries
structure	CHRM5 agonist	CHRM4 PAM	CHO-K1 Ca PAM	M4 antag	M5 antag	CHO-K1 Ca ag	CHO-K1 Ca antag	CHRM4 agonist	M5 PAM
Cc1cc(C)n2nc(C(=O)N/N=C/c3ccc(Cl)cc3)nc2n1	-4	5	20	-7	-2	0.3	-13	1	-1
CN(Cc1ccccc1)C(=O)CSc1nc2ccccc2c(=O)n1Cc1ccco1	-1	-2	9	-1	5	0.9	-16	5	-6
CCC(=O)N(C)C[C@@H]1Oc2ncc(Br)cc2C(=O)N([C@H](C)CO)C[C@H]1C	1	5	-3	-11	8	0.1	-5	0	-5
O=C(Nc1c(F)cc(F)cc1Br)c1cc(-c2ccco2)on1	-6	-4	12	13	2	0.4	-11	-2	-3
Cc1nc(-c2cc(C#N)c(Sc3cccc(C(F)(F)F)c3)nc2C)cs1	1	-8	9	-8	4	0.9	-14	0	-2
O=C(NNC(=O)c1ccc(NC(=O)C2CC2)cc1)c1ccc(F)cc1	-4	3	16	-6	-7	1.2	-3	1	8
CCOC(=O)C1=C(C)N(c2ccc(C)cc2)C(=O)/C1=C\c1cccs1	1	7	16	11	4	0.5	-8	0	-5
O=c1c2nnn(Cc3ccccc3)c2ncn1-c1ccccc1	-5	-3	21	-3	-4	0.3	-3	0	5
